Compound activity from PubChem BioAssay.
NR2F2 inh: NR2F2 transcriptional activity inhibitors, primary screen, cell-based, luciferase reporter, HEK293T, luminescence; hit rate 0.7% among 370,000; HEK293T NGFI-A luciferase reporter; COUP transcription factor 2 (Homo sapiens), P24468; inhibition, % at 8.6 µM;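 active = inhibition above a per-plate cutoff, mean inhibition of test wells between control levels plus 3 SD, cut at about 38% in these data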;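 also: cells cotransfected with COUP-TFII expression vector driving the NGFI-A reporter; 0% = median of COUP-TF2 test wells and 100% = reporter-only cells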
Target sequence (P24468 whole entry, looked up): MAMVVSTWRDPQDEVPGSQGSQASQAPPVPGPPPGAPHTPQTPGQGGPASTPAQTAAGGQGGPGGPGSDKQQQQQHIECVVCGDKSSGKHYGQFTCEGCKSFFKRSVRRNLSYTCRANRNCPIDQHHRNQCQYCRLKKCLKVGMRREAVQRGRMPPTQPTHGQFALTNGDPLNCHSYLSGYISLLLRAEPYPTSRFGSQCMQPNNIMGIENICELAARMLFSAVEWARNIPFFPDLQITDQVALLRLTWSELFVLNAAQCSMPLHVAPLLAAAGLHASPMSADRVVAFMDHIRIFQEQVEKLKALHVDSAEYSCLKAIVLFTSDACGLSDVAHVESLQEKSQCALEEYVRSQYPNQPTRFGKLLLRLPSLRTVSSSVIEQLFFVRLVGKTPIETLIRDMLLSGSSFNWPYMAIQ
TWEAK Fn14 block: inhibitors of TWEAK-Fn14 signaling, primary screen, luciferase reporter cells, uHTS | hit rate 2% among 360,000 | AID 1159606, 2016 | TWEAK-stimulated Fn14 reporter cells, luciferase luminescence, 8 h | inhibition, % at 10 µM; in the data active = inhibition above about 50%
KKLEB tox: cytotoxicity in KKLEB CF airway cells, primary screen, cytotoxicity control for CF NF-kB inhibitor project, cell-based, uHTS, fluorescence assay plates; KKLEB CF airway cells viability, ATPlite luminescence, overnight; hits give low values; cells stimulated with P. aeruginosa culture filtrate; activity change (cytotoxicity), % at 5 µM; hit rate 0.36% among 360,000;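 active = corrected activity change at or below -50% at 5 µM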
NR5A2 inv ag: LRH-1 (NR5A2) inverse agonists, primary screen, cell-based, luminescence, HEK293T, StAR-luciferase reporter | Nuclear receptor subfamily 5 group A member 2 (Homo sapiens), O00482 | LRH-1 transfected, 24 h | inhibition, % at 3.6 µM | hit rate 0.13% among 360,000 | AID 602396, 2012;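 active = inhibition above the mean inhibition of all tested compounds plus 3 SD, cut at about 73% in these data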;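 also: 0% = DMSO wells and 100% = reporter-only cells lacking LRH-1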
Target sequence (O00482 whole entry, looked up): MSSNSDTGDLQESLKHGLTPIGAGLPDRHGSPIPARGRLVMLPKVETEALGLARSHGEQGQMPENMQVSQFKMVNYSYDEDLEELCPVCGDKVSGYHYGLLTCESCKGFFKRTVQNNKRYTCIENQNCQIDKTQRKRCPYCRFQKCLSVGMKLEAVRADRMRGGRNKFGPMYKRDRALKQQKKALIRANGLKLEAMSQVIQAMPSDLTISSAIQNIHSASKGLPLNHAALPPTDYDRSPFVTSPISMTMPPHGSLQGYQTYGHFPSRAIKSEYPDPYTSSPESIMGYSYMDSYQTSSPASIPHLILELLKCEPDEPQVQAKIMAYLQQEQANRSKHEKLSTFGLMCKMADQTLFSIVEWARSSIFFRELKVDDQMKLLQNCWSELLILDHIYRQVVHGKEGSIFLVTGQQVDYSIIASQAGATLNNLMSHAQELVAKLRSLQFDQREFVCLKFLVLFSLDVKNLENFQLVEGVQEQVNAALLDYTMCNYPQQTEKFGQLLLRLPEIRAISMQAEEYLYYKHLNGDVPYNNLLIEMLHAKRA
C8 TRAIL sens: viability loss with TRAIL in NB7+C8 cells, primary screen, TRAIL sensitizer project, cell-based, ATPlite luminescence; inhibition (viability loss, TRAIL sensitization), % at 10 µM; hit rate 1% among 360,000; AID 624354, 2012;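 active = compounds causing at least 50% loss of cell viability in the single-dose screen, relative to plate controls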
SRC2 inh: inhibition of GAL4-SRC2 driven luciferase reporter, primary screen, SRC2 inhibitor project, cell-based, luminescence | HEK293 GAL4-SRC2 luciferase reporter | inhibition, % at 9 µM | hit rate 0.17% among 370,000 | Nuclear receptor coactivator 2 (Homo sapiens), Q15596;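 active = inhibition above the mean inhibition of all tested compounds plus 3 SD, set per campaign, cut at about 52% in these data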;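 also: 0% = DMSO treated cells and 100% = cells given Gossypol at 36 µM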
CF NFkB block: inhibitors of PAF-induced NF-kB signaling, primary screen, cell-based, GFP fluorescence, uHTS; KKLEB NF-kB-GFP reporter, GFP fluorescence overnight; inhibition, % at 5 µM; hit rate 0.86% among 360,000; AID 588850, 2011;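 active = at least 50% inhibition at 5 µM, scaled per plate between neutral and stimulator controls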;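 also: PAF is a Pseudomonas aeruginosa culture filtrate used as stimulus; plate controls were PAF-stimulated DMSO wells for no effect and unstimulated DMSO wells for full effect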
LMP1 NFkB inh: EBV LMP1-driven NF-kappaB luciferase reporter inhibitors, primary screen, cell-based, luminescence, single point | hit rate 0.69% among 350,000 | LMP1-induced NF-kappaB luciferase reporter cells | AID 504558, 2011 | inhibition, % at 12.5 µM; in the data active = inhibition above about 41%;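 also: 0% = neutral control wells and 100% = reference inhibitor control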
TROY signal inh: inhibitors of TROY-driven NF-kB signaling, primary screen, Q293 LMP1-TROYcd cells, NF-kB luciferase, uHTS | Q293 LMP1-TROYcd NF-kB luciferase reporter, 4 h | inhibition, % at 10 µM | hit rate 0.98% among 360,000 | AID 1347056, 2019;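 active = compounds whose plate-normalised and pattern-corrected inhibition of the luciferase reporter signal at the single screening dose is 50% or more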
SRC3 inh: SRC3 coactivator transcriptional activity inhibitors, primary screen, cell-based, luminescence; Nuclear receptor coactivator 3 (Homo sapiens), Q9Y6Q9; HEK293 GAL4-SRC3 luciferase reporter; inhibition, % at 3.6 µM; hit rate 0.17% among 360,000; AID 588352, 2011;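 active = inhibition above a per-campaign cutoff, the mean of all compounds plus 3 SD, cut at about 60% in these data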;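 also: 0% = DMSO-treated cells and 100% = gossypol-treated cells at 36 µM; higher means less SRC3-driven luciferase light from the GAL4 reporter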
NCOA1 inh: SRC1 coactivator transcriptional activity inhibitors, primary screen, cell-based, luminescence; AID 588354, 2011; inhibition, % at 3.6 µM; HEK293 GAL4-SRC1 luciferase reporter; hit rate 0.12% among 360,000;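 active = inhibition above the campaign mean plus 3 SD, with each screening campaign given its own cutoff, cut at about 60% in these data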;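 also: 0% = DMSO treated cells and 100% = gossypol at 36 µM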
* marks the source's active call; other numbers are inactive results; . = no result given.

SMILES	NR2F2 inh	TWEAK Fn14 block	KKLEB tox	NR5A2 inv ag	C8 TRAIL sens	SRC2 inh	CF NFkB block	LMP1 NFkB inh	TROY signal inh	SRC3 inh	NCOA1 inh
COCCn1cnnc1SCC(=O)Nc1ccccc1C(=O)Nc1ccc2c(c1)OCO2	-9	-9	9	-32	-13	-9	-7	-3	-7	-10	-38
COc1ccc(NC(=O)COC(=O)/C=C/c2cccs2)c(OC)c1	-23	-36	7	-32	18	14	6	-6	-14	-12	-12
CCOc1ccc(Nc2nc(Cc3nnc(SCC(=O)NC4CCCCC4)n3C)cs2)cc1	-3	-2	-13	6	-12	-4	7	4	-22	7	-9
CC1CCC2(CC1)N=C(N)Nc1nc3ccccc3n12 (stereo not drawn)	0	-3	15	-15	1	8	6	-23	-40	14	-1
O=C1CCCN1CCCNc1ncnc2c1[nH]c1ccc(Cl)cc12	-8	-56	0	-16	-13	-6	-7	9	-28	-23	-61
COc1ccccc1OCc1ccc(C(=O)NCC2CCCO2)cc1 (stereo not drawn)	-7	3	-15	-6	3	-17	12	0	-23	-13	-8
c1cc2c(cc1CN1CCN(C3CCCCCC3)CC1)OCO2	-20	11	14	-10	-14	8	-14	2	19	3	-21
NC(=O)C1CC(=O)N(c2ccc(OCc3c(F)cccc3Cl)cc2)C1 (stereo not drawn)	-7	-3	-1	-2	-2	22	5	39	6	10	-6
CCOC(=O)c1c(NC(=O)CSc2nnc(-c3ccc(C)cc3)o2)sc(C(C)=O)c1C	1	12	8	8	7	-4	-18	-11	-8	22	3
Nc1nnc(CCCCCc2nnc(N)s2)s1	5	-7	5	4	-2	26	9	-8	-2	3	6
Cc1cc(C)c(C)c(C(=O)COC(=O)CNC(=O)CN2C(=O)c3ccccc3C2=O)c1C	3	-3	6	2	-11	1	-4	4	1	21	19
FC(F)(F)c1nnc2c(Sc3ccccc3)nc3ccc(Cl)cc3n12	-3	53*	-90*	3	47	-14	96*	-70	-6	-22	13
Cc1ccc(C(=O)Nc2ccccc2C(=O)NC(CC(=O)O)C(=O)O)cc1 (stereo not drawn)	-9	9	10	-24	10	-2	4	2	-38	4	-22
O=C(NCCC(=O)N1CCC2(CC1)NCCc1[nH]cnc12)c1ccc(F)c(F)c1	-8	11	6	7	0	-6	13	0	-16	2	4
CC(C)c1cc(C(F)(F)F)n2nc(C(=O)O)cc2n1	-3	-1	5	-28	-21	-4	12	-6	6	-9	-2
CCc1ccc(NC(=O)CSc2nc3ccccc3nc2N2CCCC2)cc1	-4	9	-11	-8	-9	-10	11	-27	17	-3	4
CCN(CC)CCCNC(=O)c1cc(Cl)c(NC(=O)C2=C(C)OCCS2)cc1OC	-6	11	6	0	9	-11	2	-2	-2	-1	-14
NC(=O)C1CCN(C(=O)NC(=O)c2ccccc2)CC1	7	1	-7	-8	-2	15	2	-11	2	3	3
Cc1cc(=O)n2[nH]c(-c3ccccc3Cl)cc2n1	-37	-4	3	-18	15	-38	-13	-20	-32	-2	-32
Cc1cccc2cc(COC(=O)c3cccnc3)c(=O)[nH]c12	-1	-4	-10	-35	-11	-31	11	-5	17	-10	-18
CC(C)Sc1nc(N2CCOCC2)c2c(c1C#N)CC(C)(C)N(C)C2	-16	0	-10	-9	-14	-18	-1	7	7	14	-3
COc1ccc(/C=C/C(=O)c2ccccc2)cc1Cn1nnc2ccccc21	-2	44	-14	9	-12	4	37	4	14	10	-7
Cn1c(N)c(C(=O)Nc2ccccc2F)sc1=S	-1	-6	11	-5	-7	-2	-12	-3	49	6	-10
COc1ccc(Nc2nc(N)c([N+](=O)[O-])c(N3CCOCC3)n2)cc1	9	10	-7	24	7	-8	6	-4	21	-6	15
COC(=O)c1ccc(NC(=O)CN(C2CCCCC2)S(C)(=O)=O)cc1	-9	8	3	-11	5	-5	1	1	16	22	11

Retrieved by structure from above (two):
SMILES	NR2F2 inh	TWEAK Fn14 block	KKLEB tox	NR5A2 inv ag	C8 TRAIL sens	SRC2 inh	CF NFkB block	LMP1 NFkB inh	TROY signal inh	SRC3 inh	NCOA1 inh
COc1ccc(NC(=O)COC(=O)/C=C/c2cccs2)c(OC)c1	-23	-36	7	-32	18	14	6	-6	-14	-12	-12
O=C(NCCC(=O)N1CCC2(CC1)NCCc1[nH]cnc12)c1ccc(F)c(F)c1	-8	11	6	7	0	-6	13	0	-16	2	4

The list goes on.
SMILES	NR2F2 inh	TWEAK Fn14 block	KKLEB tox	NR5A2 inv ag	C8 TRAIL sens	SRC2 inh	CF NFkB block	LMP1 NFkB inh	TROY signal inh	SRC3 inh	NCOA1 inh
NC(=O)NC(=O)CC1S/C(=N/N=C2/NC(=O)CS2)NC1=O (stereo not drawn)	17	9	11	-9	3	16	11	1	-2	11	-1
COc1ccc(Cl)cc1C(=O)Nc1ccc2c(c1)OCCO2	-32	-22	-18	-95	52*	-54	-8	10	-24	-109	-85
C/C(CC(=O)Nc1ccc(C)c(Cl)c1)=N\NC(=O)Cc1cccs1	-13	4	-2	-24	1	-30	-24	-6	-17	-32	-6
O=C(CC1(O)C(=O)Nc2ccccc21)c1ccccc1O (stereo not drawn)	-7	-16	-14	3	-6	-8	4	-2	3	5	-7
O=C1CCCC2=C1C(c1cccc(O)c1)C1=C(N2)c2ccccc2C1=O (stereo not drawn)	10	12	2	1	0	15	-13	0	6	15	18
CC(C)CCn1cnc2c1c(=O)n(CC(=O)NC(N)=O)c(=O)n2Cc1ccccc1	-1	3	6	11	1	-10	-12	0	-16	0	0
Cc1ccc(C)c(NC(=O)C(Sc2nc3ccc(C)cc3[nH]2)c2ccccc2)c1 (stereo not drawn)	2	46	-11	0	18	4	20	2	48	2	6
CC(C)C[C@H](NC(=O)c1[nH]cnc1C(=O)N[C@@H](Cc1ccccc1)C(=O)OC(C)(C)C)C(=O)OC(C)(C)C	-3	31	-8	16	18	-11	1	-12	2	35	17
O=C(NCc1ccc(Cl)cc1)c1cccnc1	-6	14	-8	-6	-10	-24	-6	-36	-5	8	-1
O=C(COc1ccccc1F)N1CCN(S(=O)(=O)/C=C/c2ccccc2)CC1	2	-2	1	0	-5	11	9	2	22	19	2
CC1(C)CC(=O)C=C(Nc2cccc(F)c2)C1	8	-7	1	4	-17	-2	-7	0	-4	8	1
CCOC(=O)N1CCN(c2c(N3CCC(N4CCCCC4)CC3)c(=O)c2=O)CC1	-3	-1	0	-5	-9	-8	-26	3	-2	-13	-45
Cc1ccc(NCC(=O)Nc2cccc(S(=O)(=O)N(C)C)c2)cc1S(=O)(=O)N1CCCCCC1	49*	26	-24	23	23	14	16	-4	25	26	21
O=C(CCC(=O)N(c1cccc(F)c1)C(C(=O)NC1CCCC1)c1ccncc1)Nc1cccnc1 (stereo not drawn)	7	11	2	7	-14	-11	-3	8	-6	13	-6
Cc1cc(C)cc(OCC(=O)Nc2nc(-c3ccccn3)cs2)c1	-10	-14	-16	13	17	-27	22	13	-11	13	-61
COc1ccc(C)cc1NC(=O)COC(=O)c1ccc2c(c1)OCO2	-5	-20	-20	1	7	4	1	-7	6	24	-1
O=C(O)c1cc([N+](=O)[O-])ccc1N1CCC(Cc2ccccc2)CC1	-1	-3	8	-16	-5	24	-2	9	6	8	-13
Cc1ccccc1-n1nc2c(c1NC(=O)COc1ccc(Cl)cc1)CS(=O)C2 (stereo not drawn)	13	2	6	8	-4	-10	-22	0	-5	3	5
CCc1nnc(NC(=O)CCC(=O)N2CCN(Cc3cc(F)ccc3OC)CC2)s1	-1	7	-3	6	-3	-28	-4	0	-4	16	-12
Cc1onc(-c2ccccc2)c1C(=O)N1CCN(Cc2ccc3c(c2)OCO3)CC1	-1	-1	-5	10	-2	-8	6	3	-12	-4	3
Cc1ccc(C(=O)Cn2nc(C)c([N+](=O)[O-])c2C)c(C)c1	-2	18	-2	-25	13	-30	-11	-8	3	5	-20
Cc1nc2sc(C(c3cccs3)N3CCN(c4cccc(Cl)c4)CC3)c(O)n2n1 (stereo not drawn)	10	9	-4	0	9	-6	11	5	15	-5	10
N#Cc1ccccc1	6	-4	-4	-3	2	-11	5	-7	-7	-2	-22
FC(F)(F)c1cccc(N2Cc3ccccc3C2)c1	-13	11	21	2	-5	1	-8	1	.	-21	-6
C[C@H]1CN([C@@H](C)CO)C(=O)CCCn2nncc2CO[C@@H]1CN(C)S(=O)(=O)c1ccc(-n2cccn2)cc1	-5	15	1	-1	-6	-9	-5	-9	-5	-3	0
Additional structures:
SMILES	NR2F2 inh	TWEAK Fn14 block	KKLEB tox	NR5A2 inv ag	C8 TRAIL sens	SRC2 inh	CF NFkB block	LMP1 NFkB inh	TROY signal inh	SRC3 inh	NCOA1 inh
CN1CCCC(OC(=O)CCCCC(=O)OC2CCCN(C)C2)C1 (stereo not drawn)	-2	15	11	5	4	9	0	5	0	10	9
CC(CC(=O)Nc1ccc2c(c1)OCO2)c1ccccc1 (stereo not drawn)	-4	-12	30	-62	-8	-15	-23	-8	-30	-24	-19
Cc1ccnc(NC(=O)c2ccc(OCc3c(C)noc3C)cc2)c1	-26	14	6	-96	9	-38	-34	-13	15	-78	-34
Cc1cc(C)c2[nH]c(=O)c(C(c3nnnn3Cc3ccc4c(c3)OCO4)N3CCCC3)cc2c1 (stereo not drawn)	-17	3	1	1	3	12	5	-5	8	5	7
COCCCNC(=O)Cn1nc(-c2ccc(C)cc2)ccc1=O	-12	-10	-10	7	-1	-7	14	10	-23	6	-18
O=C1c2ccccc2[C@@H]2C[C@@H](O)[C@H](Nc3ccccc3)CCN12	18	-12	-3	16	-5	4	-5	-17	-6	7	-6
O=C1NCC(COc2ccc([N+](=O)[O-])cc2)O1 (stereo not drawn)	15	6	-3	20	-1	-19	-3	2	-6	16	-2
Cc1ccc(S(=O)(=O)N/N=C(\c2ccccc2)C2CC2)cc1	-2	3	-6	-12	-6	-20	15	-3	11	0	0
COCCOC1CCN(C(=O)c2ccc(OC)c(OC3CCN(C(C)C)CC3)c2)CC1	-6	-1	9	21	1	-4	-11	-9	2	-11	0
O=C(Cn1nnc(-c2ccccc2)n1)OCc1csc(-c2ccccc2)n1	12	-5	9	-1	1	-22	1	-12	-8	14	-14
CCCOC(=O)CC1C(=O)NCCN1Cc1cc(OC)cc(OC)c1 (stereo not drawn)	4	-16	-5	-7	1	13	20	4	22	-11	-1
CC(=O)N(C)c1ccc(N=C2C(=O)Nc3ccccc32)cc1	.	14	2	-40	-8	.	-5	1	39	2	18
Cc1c(NC(=O)c2noc(C(C)C)c2[N+](=O)[O-])c(=O)n(-c2ccccc2)n1C	5	-4	-14	-17	3	-4	-2	-8	2	6	-10
CCCOc1ccc(C(=O)NNC(=S)NC(=O)c2cc(-c3ccc(Cl)cc3)nc3ccccc23)cc1	-11	-7	-21	-36	-1	-41	30	23	9	-20	-22
